High-throughput results from PubChem.
Casp6 inh = blocks human caspase-6 cleavage activity; inhibition, % at 12.5 µM; hit rate 0.53% among 350,000; P55212; purified caspase-6, Z-VEID-R110 cleavage fluorescence; AID 686996;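 active = mean inhibition across replicates at least about 35%, with every replicate also reaching that limit, limit read from the data; inconclusive = only one of the two criteria met; inactive = neither criterion met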;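 also: 0% = median of neutral control wells and 100% = no fluorescence left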
Target sequence (P55212 24-179 limits assumed): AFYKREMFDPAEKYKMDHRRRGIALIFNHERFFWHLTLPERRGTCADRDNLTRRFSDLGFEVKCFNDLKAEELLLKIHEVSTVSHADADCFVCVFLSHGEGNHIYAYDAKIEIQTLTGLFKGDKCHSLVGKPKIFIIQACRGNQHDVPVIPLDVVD
Target sequence (P55212 194-293 limits assumed): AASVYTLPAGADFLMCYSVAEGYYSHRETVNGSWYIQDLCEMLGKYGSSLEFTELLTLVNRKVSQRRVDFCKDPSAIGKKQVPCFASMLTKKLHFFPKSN
SIRT5 block = blocks human SIRT5 desuccinylation of peptide; Q9NXA8; Purified SirT5, succinyl-peptide AMC, trypsin-coupled fluorescence; inhibition, % at 15 µM; hit rate 1.1% among 330,000; AID 652115; in the data active = inhibition above about 15%; inconclusive = no clear call, values can overlap the other calls
Target sequence (Q9NXA8 whole entry, looked up): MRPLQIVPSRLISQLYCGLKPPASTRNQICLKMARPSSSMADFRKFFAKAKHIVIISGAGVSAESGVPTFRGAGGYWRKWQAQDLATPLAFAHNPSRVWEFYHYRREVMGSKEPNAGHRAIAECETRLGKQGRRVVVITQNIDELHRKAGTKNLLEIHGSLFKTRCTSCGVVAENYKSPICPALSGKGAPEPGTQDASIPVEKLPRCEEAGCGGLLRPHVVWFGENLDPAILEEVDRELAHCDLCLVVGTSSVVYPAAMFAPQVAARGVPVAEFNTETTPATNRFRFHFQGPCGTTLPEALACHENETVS
DENV2 CPE = DENV2-induced cell death inhibition; hit rate 1.7% among 350,000; DENV2-infected cells, cytopathic effect rescue, plate reader; CPE inhibition, % at 9.99 µM; in the data active = CPE inhibition above about 20%, passing the limit was not always enough; inconclusive = no clear call, values can overlap the other calls; tested in BHK-21 cells;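 also: 0% = median of neutral control wells and 100% = median of positive control wells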
EWS-Fli block = EWS/Fli transcriptional activity inhibition; A673 NR0B1-luciferase reporter, viability-normalised; inhibition, % at 12.6 µM; hit rate 0.67% among 350,000;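 active = mean inhibition of at least 50% after viability correction, with every replicate also passing that limit; inconclusive = mean reaches 50% but only one of two replicates passes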;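 also: firefly luciferase signal divided by Alamar Blue viability fluorescence both relative to DMSO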
PAX8 reporter = PAX8 transcriptional activity inhibition; RMG-I TPO-luciferase reporter, SteadyGlo, 24 h; inhibition, % at 12.6 µM; hit rate 1.2% among 360,000; AID 652154;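 active = mean replicate inhibition at least 60% with every replicate also reaching 60%; inconclusive = only one of the two criteria is met; inactive = mean below 60% and not all replicates reaching 60%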;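 also: luciferase light reporting Pax8 driven TPO promoter activity; plate controls were median of neutral control wells for no effect and mitoxantrone controls for full effect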
LGR2 inh = inhibitors of bursicon-induced Drosophila LGR2 receptor cAMP signaling; hit rate 0.35% among 380,000; AID 720647; HEK293 LGR2, CRE-luciferase, bursicon-stimulated, 4 h; inhibition, % at 9.99 µM;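 active = drop in luminescence signal, shown as inhibition above about 50% in the replicate tests, limit read from the data, passing the limit was not always enough; inconclusive = probably only some replicates passing the limit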;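 also: agonist challenge used bursicon conditioned medium at about half maximal strength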
ARNT TACC3 PPI = disruptors of human ARNT/TACC3 interaction; inhibition, % at 9.99 µM; AlphaScreen His-ARNT PAS-B/GST-TACC3 binding, luminescence; TACC3 fragment carries E629A point mutation; Q9Y6A5; hit rate 0.66% among 390,000;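 active = mean inhibition of replicates at least 50% and at least half of replicates each reaching 50%; inconclusive = half or more replicates reach 50% but mean below 50%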;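 also: 0% = complete ARNT plus TACC3 wells and 100% = ARNT alone without TACC3; many hits fall short of the cut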
Numbers without * were called inactive; ? = inconclusive; · = not tested or not shown.

Structure,EWS-Fli block,LGR2 inh,SIRT5 block,PAX8 reporter,DENV2 CPE,Casp6 inh,ARNT TACC3 PPI
COc1ccccc1C(=O)NNC(=O)C(=O)NC(C)(C)C,9.4,19.9,0.1,12.8,-0.3,-2.7,-2.7
CC=Cc1ccc2n(c1=O)C[C@H]1[C@H](CO)[C@@H](C(=O)NCc3ccccc3)N(C)[C@@H]21 (mixture of isomers),4.5,-2.0,14.9,·,4.5,-0.3,-1.1
Cc1ccc(NC(=O)C2OCCc3ccccc32)cc1Cl (configuration not stated),-38.1,·,2.4,-13.1,-0.8,0.8,0.2
COC(=O)C1=CN(Cc2ccc(OC)cc2)C=C(C(=O)OC)C1c1ccsc1,-2.0,1.4,-23.1,8.3,7.8,-2.6,-18.8
CO[C@H]1CN(C)C(=O)c2ccc(NC(C)=O)cc2OC[C@H](C)NC[C@H]1C,6.8,-9.2,0.0,·,10.1,1.1,-10.8
CO[C@H]1CN(C)C(=O)c2cc(NS(=O)(=O)CC(F)(F)F)ccc2OC[C@@H](C)N(Cc2ccccn2)C[C@@H]1C,-4.8,1.3,-2.0,0.4,-0.4,1.2,20.7
CCC(C)c1ccc(OCC(=O)Nc2ccc(CN3CCOCC3)cc2)cc1 (configuration not stated),·,0.7,-5.1,-11.5,-7.5,-0.3,-1.6
N#C/C(=C/c1ccc(O)cc1)C(=O)NCc1ccc(Cl)cc1,9.1,-4.7,3.7,7.1,9.4,-1.4,5.2
CCOC(=O)C1(CCCc2ccccc2)CCN(S(=O)(=O)N(C)C)CC1,8.2,10.3,-1.1,-24.8,1.2,1.3,15.5
Cc1c(NC(=O)C(C)OC(=O)/C=C/c2ccc(OC(F)F)cc2)c(=O)n(-c2ccccc2)n1C (configuration not stated),3.0,-9.2,-2.7,-3.1,0.4,-2.9,0.1
CC(C)CN(C(=O)COC(=O)c1ccccc1SCC(=O)NC1CCCCCC1)C1CCS(=O)(=O)C1 (configuration not stated),2.9,-2.9,-5.9,3.8,4.3,0.6,-8.3
C[C@H](CO)N1C[C@H](C)[C@@H](CN(C)S(=O)(=O)c2ccccc2F)Oc2cc(C#Cc3cccc(F)c3)ccc2S1(=O)=O,7.8,12.5,0.6,·,·,-2.6,-7.5

2 records drawn at random from the list so far, as already listed:
Structure,EWS-Fli block,LGR2 inh,SIRT5 block,PAX8 reporter,DENV2 CPE,Casp6 inh,ARNT TACC3 PPI
CC=Cc1ccc2n(c1=O)C[C@H]1[C@H](CO)[C@@H](C(=O)NCc3ccccc3)N(C)[C@@H]21 (mixture of isomers),4.5,-2.0,14.9,·,4.5,-0.3,-1.1
Cc1c(NC(=O)C(C)OC(=O)/C=C/c2ccc(OC(F)F)cc2)c(=O)n(-c2ccccc2)n1C (configuration not stated),3.0,-9.2,-2.7,-3.1,0.4,-2.9,0.1

New compounds follow:
Structure,EWS-Fli block,LGR2 inh,SIRT5 block,PAX8 reporter,DENV2 CPE,Casp6 inh,ARNT TACC3 PPI
O=C(COC(=O)c1ccccc1O)NCCCc1ccccc1,4.2,20.3,-3.7,-4.6,2.8,·,-0.3
O=C(C[C@@H]1C[C@H]2c3cc(NC(=O)NC4CCCC4)ccc3O[C@H]2[C@@H](CO)O1)NCc1ccccn1,-1.3,-8.4,-5.6,-17.4,17.1,1.4,·
COc1cccc(-c2nn(-c3ccccc3)cc2C(=O)OCC(=O)Nc2ncc(Cl)cc2Cl)c1,·,21.0,·,19.6,·,·,-3.3
COc1cc(/C=N/NC(=O)c2cccnc2)cc2c1OCO2,4.7,4.9,-2.0,17.7,0.8,1.4,3.7
O=C(CSc1ccc2ccccc2c1)Nc1ncccn1,·,11.9,·,-7.5,·,·,-2.0
Cn1cnc2c(cnn2C)c1=N,-5.9,1.1,-3.6,-5.6,2.2,-0.9,-12.5
COc1ccc(CCNC(=O)CCC(=O)NC2CCCCC2)cc1OC,4.5,2.1,0.2,17.4,-6.4,-3.2,-15.7
CN1\C(=C/C=C/C=C/C=[N+](C)C)C(C)(C)c2ccccc21,65.6*,·,2.4,51.2,2.5,-3.4,-2.2
O=C(O)C1CCCN(C(=O)c2cccc3ccccc23)C1 (configuration not stated),-6.4,17.4,-0.3,-9.2,-5.7,1.0,-11.6
CN(c1ccc(C(=O)Nc2cccc(O)c2)cc1)S(=O)(=O)c1ccccc1,-23.4,-20.4,-2.9,-43.7,-5.8,-4.5,22.8
O=C(Nc1nccs1)c1ccc(S(=O)(=O)N2CCCCC2)cc1,-15.4,-18.8,-3.4,-14.0,8.0,0.8,0.0
Cc1ccc(S(=O)(=O)NC(=O)C2(C)CCN2C(=O)c2ccccc2CCc2ccccc2)nc1 (configuration not stated),11.5,-9.6,-1.2,-7.5,?,-0.4,·
CCn1c(=O)c([N+](=O)[O-])c(NC2CCS(=O)(=O)C2)c2ccccc21 (configuration not stated),7.7,-6.7,-0.1,-9.1,-1.4,-3.1,-1.7
COc1cc(C2c3c([nH]c(=O)[nH]c3=O)Nc3ccc4ccccc4c32)cc(OC)c1OC (configuration not stated),6.0,-23.0,-1.1,3.5,4.6,12.3,-7.9
COc1ccc(S(=O)(=O)Nc2ccc3c(c2)C(=O)N([C@H](C)CO)C[C@H](C)[C@H](CN(C)C(=O)Nc2ccccc2)OCCCC[C@@H](C)O3)cc1,13.7,8.3,·,-11.1,-2.0,·,-9.6
O=C(CN1CCCCCC1)Nc1ccccc1OC(F)F,-3.3,-27.3,5.7,4.9,9.0,9.5,8.4
COc1c(C=O)c(CCN(C)C(=O)c2ccc(F)cc2)cc2c1OCO2,8.3,-2.4,·,-12.9,3.6,3.0,-0.2
COc1ccc(CNS(=O)(=O)c2c(C(=O)N3CCCCC3)c(C)n(C)c2C)cc1,·,2.6,0.5,13.2,4.2,-0.2,-4.8
Cc1ccc(-c2cnc3c(c2)C(=O)N([C@@H](C)CO)C[C@@H](C)[C@@H](CN(C)S(C)(=O)=O)O3)cc1,1.6,9.7,-6.2,2.6,4.8,4.5,1.8
C[C@@H]1CN([C@H](C)CO)C(=O)c2cc(NC(=O)Nc3cccc4ccccc34)ccc2O[C@@H](C)CCCCO[C@H]1CN(C)Cc1ccccc1,74.1*,17.4,-1.2,21.7,-27.5,-0.3,9.8
COC1OC2COC(c3ccccc3)OC2C2OC12 (configuration not stated),-3.8,0.8,·,-19.6,7.2,2.3,-4.6
COCCN(CC(=O)NC1CCCCC1)C(=O)CCCC(=O)Nc1ccccn1,-4.4,2.1,-6.3,11.0,16.2,0.4,-0.6
O=C(Nc1ccc(Cl)cc1)Nc1nnc(/C=C/c2ccccc2)s1,10.2,6.7,-5.0,-21.7,-4.4,-2.9,2.1
Clc1cccc(Cl)c1OCCOCCNCc1ccccc1,13.0,-1.0,-2.9,23.2,9.6,-2.8,-3.0
Cc1c([C@@H]2C[C@H]3CN(Cc4cccc(Cl)c4)C(=O)[C@]34CCCN24)cnn1C,9.0,1.7,-4.3,-4.4,2.0,0.1,-4.8
C[C@@H]1CCCCO[C@@H](CN(C)Cc2ccc(C(=O)O)cc2)[C@@H](C)CN([C@@H](C)CO)C(=O)c2cc(NC(=O)CCC(F)(F)F)ccc2O1,-9.7,-1.0,-1.4,·,-3.7,0.3,-11.3
O=C(Nc1ncnc2c1C(c1ccccc1)c1c(ccc3ccccc13)O2)c1ccccc1 (configuration not stated),26.3,0.9,·,31.6,9.4,-2.3,-10.0
Cc1cc(NCCCn2ccnc2)n2nc(-c3ccc(F)cc3)cc2n1,-46.9,-8.3,-6.3,·,·,-51.7,12.4
COc1ccc([C@@H]2[C@@H](C)N(c3ccccc3)c3ccccc3C(=O)N2Cc2ccccc2)cc1,-0.9,19.8,·,27.6,85.8*,-0.7,·
Cc1cc(C(=O)Nc2cccc3c2O[C@@H](CN(C)C(=O)NC(C)C)[C@@H](C)CN([C@@H](C)CO)C3=O)n(C)n1,-6.6,0.7,3.6,-10.1,-5.4,3.9,-3.8
CN(C)C(=O)C[C@H]1CC[C@H]2[C@@H](COC[C@H](O)CN2C(=O)c2ccncc2)O1,-9.0,-12.6,10.2,1.1,?,-0.9,-4.1
O=C(Nc1cccc(Cl)c1)N[C@H]1CC[C@@H](CCNC(=O)C2CCOCC2)O[C@H]1CO,-5.3,-10.1,-0.1,2.5,3.6,0.6,-7.4
Cc1noc(C)c1NC(=O)N(C)C[C@@H]1Oc2cc(C#CCC3CCCC3)ccc2S(=O)(=O)N([C@@H](C)CO)C[C@H]1C,4.9,-8.0,8.1,11.3,-6.3,1.2,0.8
O=C(C[C@H]1C[C@H]2c3cc(NC(=O)NC4CCCC4)ccc3O[C@H]2[C@H](CO)O1)NCCN1CCCCC1,-5.2,-6.5,-3.7,-13.2,11.4,-2.3,5.3
COc1ccc(CCNC(=O)c2cccc(S(=O)(=O)N3CCCCC3)c2)cc1,-2.7,-25.7,1.0,2.4,2.0,-0.6,-1.2
CCn1nc(NS(=O)(=O)c2ccccc2[N+](=O)[O-])c2cc3cccc(C)c3nc21,15.2,1.2,-0.7,-2.0,4.5,4.0,11.5

In another format: results already given
Cc1cc(NCCCn2ccnc2)n2nc(-c3ccc(F)cc3)cc2n1
  EWS-Fli block: -46.9	LGR2 inh: -8.3	SIRT5 block: -6.3	PAX8 reporter: ·	DENV2 CPE: ·	Casp6 inh: -51.7	ARNT TACC3 PPI: 12.4

O=C(Nc1ncnc2c1C(c1ccccc1)c1c(ccc3ccccc13)O2)c1ccccc1 (configuration not stated)
  EWS-Fli block: 26.3	LGR2 inh: 0.9	SIRT5 block: ·	PAX8 reporter: 31.6	DENV2 CPE: 9.4	Casp6 inh: -2.3	ARNT TACC3 PPI: -10.0

New compounds follow.
Structure,EWS-Fli block,LGR2 inh,SIRT5 block,PAX8 reporter,DENV2 CPE,Casp6 inh,ARNT TACC3 PPI
CCCn1nc2cc(C(=O)NCCCCc3ccccc3)ccc2c1OCC,1.4,-10.5,-4.5,-4.9,?,0.0,-1.2
O=C(COC(=O)/C=C/c1ccccc1)NCc1ccc2c(c1)OCO2,-3.2,3.9,-6.1,-18.0,-2.3,-4.2,-0.3
O=C(CC[C@H]1O[C@@H](n2cnc3c(NC(=O)c4ccccc4)ncnc32)[C@H](O)[C@@H]1O)NCc1nc2ccccc2[nH]1,11.1,0.6,-1.2,1.2,-4.6,-1.7,·
C[C@@H]1CN([C@@H](C)CO)C(=O)c2cc(NS(=O)(=O)c3ccccc3)ccc2O[C@@H]1CN(C)S(=O)(=O)c1cn(C)cn1,-4.9,-18.7,-5.0,10.8,-10.2,-0.7,-8.9
Cc1cc2oc(=O)cc(CN3CCCCCCC3)c2cc1Cl,-11.8,-12.0,14.9,-10.6,10.0,-74.7,·
CC(=O)c1cccc(NC(=O)NCc2ccco2)c1,·,29.1,-7.7,·,·,2.1,-0.4
COc1ccc(C(C)=O)cc1COC(=O)CCCN1C(=O)c2ccccc2C1=O,-3.5,10.7,4.6,-16.3,·,·,-5.1
C[C@@H]1CN([C@H](C)CO)C(=O)c2cccc(NS(=O)(=O)c3ccc(Cl)cc3)c2O[C@H]1CN(C)CC1CCCCC1,8.8,17.4,12.4,3.0,3.9,0.7,13.4
COc1cc([N+](=O)[O-])ccc1NC(=O)/C=C\C(=O)O,-2.8,18.2,-1.2,-3.2,0.4,5.1,1.0
O=C(Nc1cccc(F)c1)c1ccco1,-36.8,-10.9,0.7,-39.0,5.2,1.5,-1.6

The order is random (roughly 4.9% active in at least one column).
